Bioassay records deposited in PubChem by several laboratories.
Pemphigus Ab inh: inhibitors of pemphigus antibody binding to DSG3, primary screen, biochemical, bead-based, flow cytometry, scFv-GFP; Desmoglein-3 (Homo sapiens), P32926; DSG3-coupled beads, scFv-anti-DSG3-GFP binding; active compounds read low; binding (percent of control), % at 10 µM; 0.48% of 310,000 active; AID 588358, 2011;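 active = binding more than 3 SD below its plate's average and above zero; inconclusive = below that plate limit but binding exactly zero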;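 note: hits lower antibody fragment binding to DSG3; some compounds called inactive have numbers as strong as hits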
Target sequence (P32926 whole entry, looked up, the tested form may be a part): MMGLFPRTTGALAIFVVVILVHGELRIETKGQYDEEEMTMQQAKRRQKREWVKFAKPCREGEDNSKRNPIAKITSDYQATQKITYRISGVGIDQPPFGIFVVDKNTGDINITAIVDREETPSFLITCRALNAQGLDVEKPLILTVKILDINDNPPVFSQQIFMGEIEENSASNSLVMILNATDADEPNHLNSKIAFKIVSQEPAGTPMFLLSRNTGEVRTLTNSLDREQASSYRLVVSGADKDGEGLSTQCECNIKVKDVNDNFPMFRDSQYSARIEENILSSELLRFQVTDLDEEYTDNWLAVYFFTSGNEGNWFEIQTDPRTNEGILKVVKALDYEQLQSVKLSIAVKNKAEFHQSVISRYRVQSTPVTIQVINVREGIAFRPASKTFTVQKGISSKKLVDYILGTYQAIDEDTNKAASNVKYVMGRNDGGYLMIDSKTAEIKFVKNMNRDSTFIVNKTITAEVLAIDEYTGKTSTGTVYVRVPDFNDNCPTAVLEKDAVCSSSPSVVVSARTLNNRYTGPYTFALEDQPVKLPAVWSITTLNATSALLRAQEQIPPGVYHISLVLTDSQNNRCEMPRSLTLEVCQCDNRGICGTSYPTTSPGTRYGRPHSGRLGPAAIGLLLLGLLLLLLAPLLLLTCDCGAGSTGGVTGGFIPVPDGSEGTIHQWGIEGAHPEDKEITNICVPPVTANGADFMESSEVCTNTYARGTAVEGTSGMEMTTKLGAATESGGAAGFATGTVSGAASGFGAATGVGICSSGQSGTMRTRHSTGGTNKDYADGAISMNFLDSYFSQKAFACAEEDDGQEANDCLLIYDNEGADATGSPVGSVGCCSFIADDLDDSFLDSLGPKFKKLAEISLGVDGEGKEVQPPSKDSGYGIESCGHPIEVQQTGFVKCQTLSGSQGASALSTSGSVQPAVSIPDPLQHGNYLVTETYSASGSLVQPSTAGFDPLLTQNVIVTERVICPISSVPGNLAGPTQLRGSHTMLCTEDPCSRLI
Cardiac RTF inh: cardiac RTF calcium sensitivity inhibitors, primary screen, biochemical, IANBD-TnC fluorescence, EC70 calcium; IANBD-labeled cardiac RTF, Ca2+ fluorescence; inhibition, % at 7.15 µM; Troponin I, cardiac muscle (Homo sapiens) + Troponin T, cardiac muscle (Homo sapiens) + …; 0.12% of 340,000 active; AID 493244, 2011;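 active = inhibition above the mean inhibition of all tested compounds plus 3 SD, cut at about 17% in these data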;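 note: assay run at fixed EC70 calcium of 1.6 mM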
LANA DNA inh: inhibitors of KSHV C-LANA binding to DNA, primary screen, biochemical, fluorescence polarization, FAM-LBS DNA, MBP-C-LANA, single point; inhibition, % at 9 µM; 0.078% of 340,000 active; Kaposi's sarcoma herpesvirus LANA C-terminal domain (residues 932-1162) DNA binding;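 active = highest replicate inhibition at or above 60% at 9 µM, even if other replicates fall short; inactive = all replicates below 60% inhibition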;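 note: 0% = neutral control wells and 100% = 4 µM acridine orange control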
OPRM1-OPRD1 ag: agonists of OPRM1-OPRD1 heterodimerization, primary screen, cell-based, luminescence. cells. activation, % at 9.3 µM. 0.3% of 340,000 active; in the data active = activation above about 18%;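 note: 0% = vehicle-treated cells and 100% = reference agonist; values of inactives mirror those of a sister screen read the other way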
Arr AP2 block: inhibitors of beta-arrestin/AP2 binding, primary screen, biochemical, GPCR trafficking, flow cytometry; FITC-arrestin peptide / GST-AP2 beads; AP2 beta2 appendage carries R879A mutation; inhibition, % at 10 µM; 0.31% of 340,000 active;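 active = inhibition above a set limit, near 3 SD of compounds lacking own fluorescence, cut at about 54% in these data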;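 note: plate controls were DMSO wells for no effect and 5 µM unlabelled arrestin peptide for full effect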
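Measured by: flow cytometry, FL1 (488/535 nm); Material: AP2 appendage R879A on GSH beads; Evaluation: percent response; Timing: pre-incubation 12 min, peptide binding 1 h, room temperature; Also added: 50 nM FITC-arrestin peptide; Medium: PBS with 0.05% Tween 20 and 0.1% BSA.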
Keap1 Nrf2 FP: Keap1-Nrf2 protein-protein interaction inhibitors, primary screen, biochemical, fluorescence polarization, single point. Kelch-like ECH-associated protein 1 (Homo sapiens), Q14145. Keap1 Kelch-Nrf2 peptide fluorescence polarization, 1536-well. inhibition, % at 9.4 µM. 0.15% of 340,000 active; in the data active = inhibition above about 12%; inconclusive = no clear call, values can overlap the other calls; inactive = below about 7.3%;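 note: human Keap1 Kelch domain with fluorescein labeled Nrf2 9mer peptide probe; 0% = neutral control wells and 100% = peptide positive control; higher means more block of Keap1 binding to Nrf2 peptide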
Wnt bcat act: Wnt/beta-catenin pathway activators, primary screen, cell-based, plate reader, single point; Wnt/beta-catenin reporter cell assay, activator; 1.2% of 300,000 active; activation, % at 9.35 µM; in the data active = activation above about 30%, passing the limit was not always enough; inconclusive = no clear call, values can overlap the other calls;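 note: 0% = neutral control wells and 100% = positive control wells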
V-ATPase pH: regulators of yeast V-ATPase proton pumping, primary screen, pHLuorin cytosolic pH fluorescence. S. cerevisiae. response, % at 10 µM. 0.37% of 350,000 active; in the data active = response mostly above about 7.3%, no sharp cut-off; inactive = mostly below about 5.4%; note: actives read high; inactives centre near 0; some compounds called inactive have numbers as strong as hits; reference of the scale not given here
RTF Ca sens act: cardiac RTF calcium sensitivity activators, primary screen, biochemical, IANBD-TnC fluorescence, EC20 calcium. IANBD-labeled TnC RTF fluorescence at EC20 calcium; 0% EC20 calcium, 100% full calcium. activation, % at 7.2 µM. 0.24% of 340,000 active. Troponin I, cardiac muscle (Homo sapiens) + Troponin T, cardiac muscle (Homo sapiens) + …;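 active = activation above the mean over all tested compounds plus 3 SD, cut at about 30% in these data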;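 note: rise in fluorescence read as greater calcium sensitivity of cardiac thin filaments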
OPRM1-OPRD1 inv: inverse agonists of MOR-DOR heterodimerization, primary screen, cell-based, luminescence | cell-based MOR-DOR heterodimer luminescence, inverse agonism | inhibition, % at 9.3 µM | 0.21% of 340,000 active | AID 504357, 2011; in the data active = inhibition above about 22%, passing the limit was not always enough;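 note: 0% = cells with DMSO and 100% = wells without cells with DMSO; values of inactives mirror those of a sister screen read the other way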
* hit, by the source's call; ? = inconclusive; · = no result given.

OPRM1-OPRD1 ag	Wnt bcat act	Pemphigus Ab inh	RTF Ca sens act	OPRM1-OPRD1 inv	Keap1 Nrf2 FP	Cardiac RTF inh	Arr AP2 block	V-ATPase pH	LANA DNA inh	SMILES
-0.5	4	104	1	2	0	1	-10	-4	0.1	O=C(COC(=O)/C=C/c1ccc(Cl)c(Cl)c1)NC1CCS(=O)(=O)C1 (centres undefined)
-2.9	1	106	9	9	-9	-5	-4	-1	-2.7	Cc1cc(OC(C)C(=O)NCCCN2CCOCC2)ccc1Cl (centres undefined)
1.8	5	114	-7	-12	-5	9	5	-4	1.4	CC(C)CC(=O)Nc1ccc(C(=O)COC(=O)C2=COCCO2)cc1
0.2	-1	107	7	-1	1	-26	-2	-1	0.8	CN(CC(=O)Nc1ccc(F)cc1)C(=O)COc1ccc(C(=O)c2ccccc2)cc1
-1.6	-1	101	-1	9	-2	-1	3	-1	-0.7	COc1ccc(C(=O)Nc2ccc(S(=O)(=O)N3CCCCC3)cc2)cc1OC
-2.2	1	105	-4	12	2	-1	-9	-3	0.0	O=C(NC1CCCCC1)c1cc2c(cc1Cl)N1CCCCCC1=NS2(=O)=O
9.9	-2	113	-1	-55	-2	4	29	-3	0.5	O=C(CCCN1CCC(O)(c2cccc(C(F)(F)F)c2)CC1)c1ccc(F)cc1
-0.8	-1	104	5	4	-3	3	4	4	1.0	CCOC(=O)C(=O)Nc1nc(-c2ccccc2)c(-c2ccccc2)o1
0.1	0	108	-3	-1	-3	2	-4	-1	0.7	O=C1CCC(=O)N1CNc1ccc(Oc2ccccc2)cc1
-2.3	-7	104	1	12	-3	3	3	0	0.7	CC1=C(C(=O)Nc2cccc(F)c2)C(c2ccsc2)C2=C(CC(C)(C)CC2=O)N1 (centres undefined)
0.3	4	105	-1	-2	1	4	16	1	-1.8	NC(=Nc1ccc(Cl)cc1)c1ccccc1
-3.6	0	99	4	21	0	3	10	1	0.5	Cc1[nH]n(C(N)=S)c(=O)c1N=Nc1ccc(S(=O)(=O)N2CCCC2)cc1
0.1	·	103	7	0	-1	2	20	3	0.1	COc1ccc(CCN=C(N)NS(=O)(=O)c2ccc3ccccc3c2)cc1
-2.1	-5	98	-4	11	0	-2	1	2	-1.1	CCOC(=O)N1CCN(S(=O)(=O)c2ccc3c(c2)C(C)C(=O)N3)CC1 (centres undefined)
-3.2	0	100	4	16	-5	-4	18	-1	-0.5	COc1ccc(N2CCN(C(CNC(C)=O)c3ccc4c(c3)OCO4)CC2)cc1 (centres undefined)
0.3	-2	103	10	-2	-6	5	-2	2	0.2	COc1ccc(CCNC(=O)C(=O)NCC2OCCN2S(=O)(=O)c2ccc(F)cc2)cc1 (centres undefined)
-0.7	·	107	-1	3	-1	0	-3	0	1.0	CCNC(=O)COc1cccc2ccccc12
·	-2	102	·	·	·	·	17	7	·	O=[N+]([O-])c1ccc(CSc2nc3ncc(Br)cc3[nH]2)cc1
-0.7	0	96	-7	4	1	0	5	-8	2.7	O=C1c2ccccc2C(=O)N1CCCCN(C(=O)c1ccc([N+](=O)[O-])cc1)c1ccc(Cl)cc1
5.7	1	103	2	-32	-7	-1	8	8	-0.4	COC(=O)c1cc(CSc2nnc(NC3CCCCC3)s2)oc1C
-3.0	·	96	6	18	2	-1	5	-3	0.7	CCC(=O)N1c2ccc(S(=O)(=O)CCC(=O)NCCC3=CCCCC3)cc2CC1C (centres undefined)
-0.5	·	96	5	3	-4	-5	23	-2	1.4	COc1cc2[nH]c(=S)n(Cc3ccco3)c(=O)c2cc1OC
-1.0	-2	100	0	6	-2	-4	5	0	0.0	COc1ccc(C(=O)NCc2nnc(SCC(=O)NCc3ccc(F)cc3)o2)cc1
0.7	·	96	7	-4	-2	-12	-2	-1	1.1	O=C(O)CN(c1ccccn1)S(=O)(=O)c1ccccc1
1.7	-1	·	-7	-7	-3	10	13	-4	3.8	Cc1ccc(Sc2ncccc2COC(=O)Nc2ccccc2)cc1
0.0	1	121	-3	0	-3	4	1	2	0.4	COc1cccc(C(=O)Nc2ccc(-n3nncc3C(C)(C)C)cc2)c1
-3.1	0	100	3	16	3	-11	4	-1	0.6	O=C(CCCN1C(=O)c2ccccc2C1=O)NCCCn1ccnc1
-0.5	1	·	-2	2	3	-8	33	7	0.8	O=C(COC(=O)c1ccccc1O)NC(=O)c1ccc(OC(F)F)cc1
-2.0	0	121	-1	11	-5	-5	11	-2	0.5	Cc1ccc(OCCC(=O)OCc2csc(CC(=O)Nc3ccccc3C)n2)cc1
0.5	·	106	4	-2	-2	3	0	-1	0.4	CCN(CC)S(=O)(=O)c1ccc(C)c(NC(=O)CSc2nc3ccccc3[nH]2)c1
-2.3	·	108	-2	12	-3	6	25	2	-0.1	N#Cc1c(NC(=O)CCCN2C(=O)c3ccccc3C2=O)oc(-c2ccccc2)c1-c1ccccc1
4.4	·	98	2	-22	-6	-7	13	0	2.2	Cc1ccc(OCC(=O)Nc2cccc(-c3nnc(-c4ccccc4)o3)c2)c(C)c1
0.4	-1	·	1	-2	-5	-3	12	3	-0.5	CN(C(=O)CSc1nnnn1-c1ccc(Cl)cc1)C1CCS(=O)(=O)C1 (centres undefined)
-2.4	0	112	11	12	-4	-13	4	2	-2.8	COc1ccc(OC)c(-c2nnc(SCC(=O)NC3CCCCC3)o2)c1
-0.6	1	59*	-1	3	-7	-7	-16	3	1.2	O=C(c1cc2cc3ccc(Cl)cc3nc2o1)N1CCN(Cc2ccc3c(c2)OCO3)CC1
0.4	86*	·	1	-2	-1	10	4	-1	-1.5	Oc1cc(NCc2cccnc2)ccc1-c1nc2ccccc2o1
-1.8	1	97	-7	10	0	3	13	-2	-0.9	Cc1cc(C)c2[nH]c(O)c(N=Nc3ccc(C(=O)O)cc3)c2c1
-1.3	-3	102	0	8	-2	-14	-4	-6	-1.1	Cc1csc(NC(=O)CSc2nnc(Cc3cccn3C)n2-c2ccc(F)cc2)n1
7.6	?	109	-3	-36	4	0	15	0	0.1	CC(=O)c1sc(Nc2nc3cc4c(cc3s2)OCO4)nc1C
-2.4	·	98	-1	12	-1	0	-11	3	0.2	COc1cc(S(=O)(=O)N2CCN=C2c2ccccc2)ccc1F
-1.1	0	94	-7	5	-5	1	0	1	-3.3	CCc1cccc(C)c1NC(=O)CCOc1ccccc1
2.9	·	·	0	-17	-1	-1	4	0	0.6	O=C(CCCCCn1c(=O)[nH]c2ccsc2c1=O)NCc1ccc2c(c1)OCO2
·	-1	99	·	·	-1	·	19	-2	-0.3	O=C(CN1CCN(c2ccc([N+](=O)[O-])cc2Cl)CC1)N1CCOCC1
2.3	-1	109	-1	-12	-6	-7	0	4	-1.3	CCc1nc(SCC(=O)Nc2nnc(CC)s2)c2c(=O)n(C)c(=O)n(C)c2n1
-1.8	·	102	-7	10	-4	-18	4	-1	0.7	CCCCC(C(=O)NC1CCCC1)N(Cc1ccco1)C(=O)Cn1nnc(-c2ccc(F)cc2)n1 (centres undefined)
0.6	·	99	8	-4	-4	1	0	-1	2.3	CCCC(=O)Nc1cccc2c1CCCC2
·	5	89	·	·	·	·	5	0	·	Cc1ccccc1NC(=O)c1cc(-c2ccco2)nc2ccccc12
-1.1	·	97	6	6	2	-6	·	0	-0.5	CCOc1ccc2nc(/N=C/c3nc(-c4ccccc4)oc3O)sc2c1
-1.1	·	100	-2	6	0	-9	4	-2	2.4	COc1ccc(/C=N/NC(=O)CN(C2=NS(=O)(=O)c3ccccc32)c2ccccc2)cc1
1.0	2	102	2	-6	-2	-9	26	2	0.3	CC(=O)N1CCN(c2ccc(NCc3cccc(C)c3)cc2)CC1
-0.5	-2	120	-3	3	4	-4	-36	-4	-0.9	CC(C)CN(C(=O)COC(=O)CCc1c[nH]c2ccccc12)c1c(N)n(Cc2ccccc2)c(=O)[nH]c1=O
-1.0	0	115	10	5	-6	-10	-4	-2	32	CN(Cc1nc2ccccc2n1C)c1ccccc1
7.5	-7	97	0	-40	0	-11	31	3	-1.9	CC12CCC(=O)C=C1CCC1C2CCC2(C)C(c3csc(N)n3)CCC12 (centres undefined)
0.0	1	123	-3	0	3	-4	-18	-2	1.4	FC(F)(F)c1ccc2c(c1)[nH]c(=S)n2C1CC1
1.6	·	100	-7	-9	-8	-1	-1	-1	-1.9	Cc1ccsc1C(C(=O)NC1CCCCC1)N(C(=O)Cc1cccs1)C1CC1 (centres undefined)
4.5	-7	91	0	-23	-2	-10	7	0	-0.8	Cc1nc2c(sc3nc(N4CCOCC4)c4c(c32)CC(C)(C)OC4)c(-c2ccccc2)c1C(=O)O
